# From PubChem
# 12-LOX inh: blocks human arachidonate 12S-lipoxygenase; actives 1.1% (n = 580,000); purified 12hLO, xylenol orange hydroperoxide absorbance; Potency, µM (doses to about 108 µM), for inactives: at the top dose activity change, negative = inhibition, hits mostly inhibitors; P18054; active means well fitted inhibition curve with a large enough effect; inconclusive means small, poorly fitted or top-dose-only effect, or another doubt; inactive means no such curve, though single readings can be large or run the other way
# Target sequence (P18054 whole entry, looked up): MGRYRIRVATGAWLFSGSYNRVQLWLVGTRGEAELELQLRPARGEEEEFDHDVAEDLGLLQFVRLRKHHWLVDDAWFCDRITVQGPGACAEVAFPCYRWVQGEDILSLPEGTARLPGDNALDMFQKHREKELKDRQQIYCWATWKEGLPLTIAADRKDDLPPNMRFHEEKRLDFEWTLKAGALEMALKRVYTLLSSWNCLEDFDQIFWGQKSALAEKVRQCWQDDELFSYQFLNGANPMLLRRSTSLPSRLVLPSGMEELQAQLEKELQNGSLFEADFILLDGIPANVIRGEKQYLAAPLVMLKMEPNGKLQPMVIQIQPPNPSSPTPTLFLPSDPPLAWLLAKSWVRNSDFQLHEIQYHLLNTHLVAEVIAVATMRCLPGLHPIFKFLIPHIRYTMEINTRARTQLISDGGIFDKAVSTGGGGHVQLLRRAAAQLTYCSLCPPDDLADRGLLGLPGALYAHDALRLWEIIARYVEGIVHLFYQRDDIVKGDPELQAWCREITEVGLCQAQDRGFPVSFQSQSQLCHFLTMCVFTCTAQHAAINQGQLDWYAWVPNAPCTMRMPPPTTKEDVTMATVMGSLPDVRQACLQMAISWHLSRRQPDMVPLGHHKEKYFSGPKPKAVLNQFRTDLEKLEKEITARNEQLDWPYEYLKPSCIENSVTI
#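 Purified human 12hLO at 150 nM in 25 mM Hepes, 0.01% Triton X-100, pH 7.0, preincubated 15 min at room temperature with compound. Reaction started with 40 uM arachidonic acid, 30 min at room temperature. Hydroperoxide measured by Fe-xylenol orange, 573/405 nm absorbance ratio.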
# The depositor's hits bear a star; ? = inconclusive; [ ] = dose if it differs, or a comment. On the % scale 0 is the no-effect control and ±100 the full control effect; potency means the concentration at half of the fitted maximal effect. A portion of the library, so the mix of outcomes need not match the whole.
molecule	12-LOX inh
COc1cccc(F)c1C(=O)N1CC(=O)N(c2ccc(Cl)cc2)CC1C (stereo not drawn)	51.2%[activator]
CC(=O)Nc1cccc(-c2cnc3n[nH]c(-c4sccc4C)c3n2)c1	?
CSCC(=O)NCCc1cccs1	19.2%
Cc1nc(-c2ccccc2)n(Cc2cc(F)cc(F)c2)c(=O)c1CCO	?
CCc1nc2c(c(-c3ccc(OC)cc3)n1)CN([S+](=O)([O-])c1cccc(OC)c1)CC2	-0.2%[6.33 µM]
O=C(NCc1ccccc1F)c1ccc2c(c1)CN(Cc1cc(F)c(F)c(F)c1)CCO2	15.9%
CCn1nc(C(=O)Nc2ccc(OC)c(OC)c2)c2ccccc2c1=O	46.6%[activator]
COCCN1C(=O)CCC1(C)C(=O)NC1CCCCC1 (stereo not drawn)	-26.9%
CCCCn1nc(CCOC)nc1-c1ccc(C(=O)N2CCOCC2)cc1	31.7%
CC(C)Oc1cccc(-c2n[nH]c3c2CC(=O)N(CCOc2ccccc2)C3)c1	11.2%[176 µM]
Cc1cc(NC(=O)CCc2c[nH]c3ccccc23)ccc1Oc1cccnc1	2.6%
COc1ccc2c(C)c(C(=O)N(C)Cc3csc(C(C)C)n3)oc2c1	37.1%[activator]
CCCCN1CC(N2CCCCC2)CS1(=O)=O (stereo not drawn)	-1.5%
COc1ccc(NC(=O)c2cc(-c3sc(NC(=O)c4ccccc4)nc3C)n(Cc3ccccc3)n2)cc1	-4.9%
COc1ccc2c(c1)CCO[C@]21O[C@H](CCO)C[C@H](O)[C@H]1O	-6.6%
CCCCCn1nc(C(=O)NCC(=O)Nc2cccc(C)c2C)c2ccccc2c1=O	2.6%
Cc1[nH]c2ccccc2c1C(=O)/C(C#N)=C\c1c(Cl)cccc1Cl	?
CC(C)(C)C(=O)/C(C#N)=C\c1cccc(F)c1	-24.6%
Cc1ccc(C2=NC3(CCN(C(=O)c4ccc(N(C)C)cc4)CC3)ON2)cc1	7.7%
Cc1ccc(N(CC(=O)N2CCN(C(c3ccccc3)c3ccccc3)CC2)S(C)(=O)=O)cc1	?
Cc1ccc(C(=O)N[C@H]2CO[C@H]3[C@@H]2OC[C@@H]3Nc2nccc(-c3ccc(-c4ccccc4)cc3)n2)cc1	15.0%
COc1ccc(OC)c(CN2CCN(C(=O)c3cc4c(s3)CCCCC4)CC2)c1	-10.3%
Cc1noc(-c2ccccc2NC(=O)c2ccncc2)n1	?
COc1ccc(SCCCCO)cc1	58.6%

# Some of these compounds in order of formula weight, high to low.
molecule	12-LOX inh
COc1ccc(NC(=O)c2cc(-c3sc(NC(=O)c4ccccc4)nc3C)n(Cc3ccccc3)n2)cc1	-4.9%
Cc1ccc(C(=O)N[C@H]2CO[C@H]3[C@@H]2OC[C@@H]3Nc2nccc(-c3ccc(-c4ccccc4)cc3)n2)cc1	15.0%
CC(C)(C)C(=O)/C(C#N)=C\c1cccc(F)c1	-24.6%

# Next part.
molecule	12-LOX inh
Cc1cc(C)cc(N(CCC#N)C(=O)CN(C)CC(=O)Nc2ccccc2Cl)c1	-5.7%
O=C(CSc1cnc2cc(S(=O)(=O)N3CCCCC3)ccc2n1)Nc1ccc(Cl)cc1	-5.5%
COc1ccc(CC(=O)N2[C@@H]3CC[C@H]2CC(NC(=O)c2cnc(C)cn2)C3)cc1Cl (stereo partly drawn)	84.7%[activator]
O=C(CCn1c(=S)[nH]c2cc3c(cc2c1=O)OCO3)NCCc1ccccc1Cl	2.9%
CC(=O)NCC(=O)N1C[C@@H](COCC2CC2)[C@H](c2ccncc2)C1	-8.8%
Cn1cc(CC(=O)N2CCCc3ncc(C(=O)NCC4CCCO4)cc32)c2ccccc21 (stereo not drawn)	?
Cn1c(=O)n(C)c2cc(Sc3ccccc3Cl)c(NS(C)(=O)=O)cc21	?
Cc1ccccc1-c1cc2nc(NCCCN(C)C)n(C)c(=O)c2s1	-21.9%
C[C@H](c1ccccc1)N1C[C@@H](COCc2ccccc2)Oc2cccc(N3CCCCC3)c2S1(=O)=O	-26.8%
CCCN(C(=O)c1ccc2c(=O)n3c(nc2c1)CCCC3)c1ccc(OCC)cc1	-3.5%
O=C1NC[C@@H](CCCCN2C[C@H](Cc3ccc(O)cc3)N(CCc3ccccc3)C(=O)C2=O)N(CCC2CCCCC2)C1=O	?
Cc1cccc(CNC(=O)c2cc(NC(=O)C(C)C)cc3nc(C)ccc23)c1	29.2%
NC(=O)c1ccc(NS(=O)(=O)c2ccc(S(=O)(=O)N3CCCC3)cc2)cc1	2.5%
CSc1ccc(NC2=N[C@H]3[C@@H](O)[C@H](O)C[C@H](C(=O)NCCN4CCOCC4)[C@H]3S2)cc1	5.5%
O=C(Nc1nnc(-c2ccc(F)cc2)s1)C(=O)c1c[nH]c2ccccc12	46.4%[activator]
Cc1ccc(S(=O)(=O)N2CCC(n3cnnc3C(C)C)CC2)c(C)c1	24.8%
Cc1cc(C)n(CCC(=O)NCC2CCN(c3cc(-c4ccc(F)cc4)[nH]n3)CC2)n1	43.0%[activator]
Cc1nc(CN2CCN(S(=O)(=O)c3ccc(Cl)cc3)CC2)cs1	?
CCc1nc2ccc(C(=O)Nc3cccc(NS(C)(=O)=O)c3)cn2c1N(C)CCCc1ccccc1	14.8%
N#CCCn1cc(C(=O)CSc2ncc(C(F)(F)F)cc2Cl)c2ccccc21	-18.7%
CN[C@H]1C[C@H]2c3cc(-c4ccc5c(c4)OCO5)ccc3CCN2C[C@H]1[C@H](C)O	?
CN(C)c1ccc(C(=O)N[C@H]2C[C@@H](c3nc(-c4ccc5c(c4)OCO5)no3)N(C)C2)cc1	?
CCOC(=O)Cc1ccc(NC(=O)Nc2nnc(N3CCCC(C)C3)s2)cc1 (stereo not drawn)	20.3%
CN1c2cc(C(=O)Nc3ccc(Cl)c(Cl)c3)ccc2C(=O)N2CCCCC21 (stereo not drawn)	-4.1%
CCc1nnc(CN2CCC(N3CCCC(C(=O)NCc4ccccn4)C3)CC2)o1 (stereo not drawn)	65.0%[activator]
COc1ccc(C)cc1NC(=O)c1ccccc1OCC(N)=O	?
Cc1cc(C(=O)N2CCCC(Cc3noc(-c4cnccn4)n3)C2)n[nH]1 (stereo not drawn)	41.7%
CCNS(=O)(=O)c1ccc2c(c1)NC(=O)C(C)CS2 (stereo not drawn)	5.6%
CCC(=O)N1CCC(c2ncc(C)n2Cc2ccccc2)C1 (stereo not drawn)	44.3%[activator]
CC(C)(C)OC(=O)NCc1ccc(C(=O)O)cc1	1.0%
Cc1n[nH]c(C)c1CNC(=O)C12CCCC=C1N(C1CCCC1)C(=O)CC2 (stereo not drawn)	17.3%
COc1ccc(C(=O)N2CCC(N3CCNC3=O)CC2)cc1	?
Cc1cccc(-c2cccc3c4c([nH]c23)[C@@H]2C[C@H](N(C)C(=O)NC3CCCCC3)[C@H]([C@H](C)O)C(=O)N2CC4)c1	5.5%
O=C(O)C[C@@H]1CCN(C(=O)Cc2ccccc2)C[C@@H]1CCN1CCC[C@H]1C(=O)O	?
Cc1ccc(CCC(=O)Nc2cnc3ccccc3c2)cc1	?
O=C(Nc1ccc(Cc2ccncc2)cc1)c1ccc(Br)cc1	-33.4%

# A few values from the entries so far:
# In 12-LOX inh, `CCc1nnc(CN2CCC(N3CCCC(C(=O)NCc4ccccn4)C3)CC2)o1` (stereo not drawn) is listed with 65.0%[activator]
# In 12-LOX inh, `Cc1n[nH]c(C)c1CNC(=O)C12CCCC=C1N(C1CCCC1)C(=O)CC2` (stereo not drawn) is listed with 17.3%
# In 12-LOX inh, `CC(C)(C)OC(=O)NCc1ccc(C(=O)O)cc1` is listed with 1.0%

# Other entries follow:
molecule	12-LOX inh
COc1ccc(NC(=O)Nc2cccn3nc(C)nc23)cc1	36.6%
CC(=O)NC[C@H]1CCN(C(=O)NCc2ccc(F)cc2)C[C@H]1N(C)C	47.8%[activator]
C=CCc1ccc(-c2ccc(OCCCCCCCCCC)c(F)c2)nc1	23.1%
O=C1[C@@H]2C[C@@H](CN2C2CCOCC2)Oc2ccccc2N1Cc1ccccn1	37.7%[activator][176 µM]
CC1CCN(CCNC(=O)c2cc3cn(C(C)C)cc3s2)CC1	39.1%
O=C(Cc1ccc(Cl)cc1)N[C@H]1[C@H](O)[C@H](O)C[C@@H]1c1cccnc1	46.4%[activator][176 µM]
Cc1c(C)c(OC(=O)c2ccccc2)c(Cc2nc3ccccc3s2)c(C)c1O	-17.3%
O=C1NC[C@@H](CCCCN2C[C@H](Cc3ccccc3)N(CCc3ccc(O)cc3)C(=O)C2=O)N(Cc2ccccc2)C1=O	-17.6%
Cc1ccc(-n2cc(CN3CCCCC3C(N)=O)c(-c3cccc(C)c3)n2)cc1 (stereo not drawn)	-3.0%
CCCCN(CCCNC(=S)NCCCc1cnc[nH]1)c1ccc(Br)cn1	?
CC(C(=O)N1CCOCC1)n1ccc2cc(S(=O)(=O)N3CCCC3)ccc21 (stereo not drawn)	?
O=C1CC2(C(=O)Nc3cc(F)ccc32)c2sc(C(=O)O)c(-c3ccccc3)c2N1 (stereo not drawn)	?
Cc1c(C(=O)N2CCC2(C)C(=O)O)oc2ccccc12 (stereo not drawn)	-8.2%
O=C(NC(C1CC1)C1CC1)c1ccnc(Cl)c1	-10.0%
O=C1NCCN2CC3(CCN(S(=O)(=O)Cc4ccccc4F)CC3)CC12 (stereo not drawn)	67.2%[activator]
COc1ncccc1CNC[C@H]1O[C@@H]2C[C@@H](CC(=O)N3CCC(F)(F)C3)O[C@@H]2[C@@H]1O	-24.5%[176 µM]
O=C(O)CC1CC(=O)OC1=O (stereo not drawn)	?
COc1ccc(-c2cc3c(=O)n(CCNC(=O)c4ccc(OC)cc4OC)ccn3n2)cc1	10.4%
O=S(=O)(c1cc(F)cc(F)c1)N1CCCC1c1nncn1Cc1ccncc1 (stereo not drawn)	38.9%[activator]
CN(C)Cc1nnc(C2CC(NC(=O)C3(C#N)CCOCC3)C2)n1C (stereo not drawn)	?
Cc1cc(CNC(=O)c2cc(-c3ccccc3)cc3c2OCCN3C)no1	-7.7%[176 µM]
O=C(Cn1nc2c(cc1=O)CCCC2)N1CCN(c2ccc(C(F)(F)F)cn2)CC1	-2.9%
Cc1ccc(-c2c(C#N)c(N)nc3c2CCCC3)cc1	-18.4%
CC1(C)[C@H](Cc2cc(CO)on2)C[C@@H]1NC(=O)c1cccnc1	43.7%[activator][176 µM]
CC(=O)CC1c2cc(F)ccc2C=C(c2ccsc2)N1c1ccc(-c2cccnc2)cc1 (stereo not drawn)	?
COCCOC1CCN(C(=O)c2sc(C)nc2C)CC1	6.1%
CN(CC(=O)Nc1ccccc1OC(F)F)S(=O)(=O)c1ccc(Cl)cc1	?
Cc1nc2ncccn2c1C(=O)N[C@@H]1CCOC[C@H]1Oc1ccccn1	61.4%[activator]
CC(C)OC(=O)OCOP(=O)(CO[C@H](C)Cn1cnc2c(N)ncnc21)OCOC(=O)OC(C)C	?
O=C(NCc1ccon1)C1CCCN(C2CCN(c3nc4ccccc4o3)CC2)C1 (stereo not drawn)	9.9%
OC(c1cccc(Cl)c1)c1nc(-c2cccc3cccnc23)cs1 (stereo not drawn)	12.5%
CC1Nc2ncnc(N3CCc4ccccc4C3)c2N(Cc2ccccc2)C1=O (stereo not drawn)	?
COc1cccc(CC(=O)NCC2Cn3cccc3C(=O)N2C)c1 (stereo not drawn)	4.8%
C=CCn1c(=O)c(C(=O)Nc2ncccc2C)c(O)c2ccccc21	0.2%
N#Cc1ccc(C(=O)NC2CCSc3ccccc32)cc1 (stereo not drawn)	30.1%[activator]
Cc1ccc(S(=O)(=O)N2CCCC(C(=O)Nc3ccnc4ccccc34)C2)cc1 (stereo not drawn)	?
COc1ccc([C@H]2N[C@]3(CCCN(Cc4ccc(C)cc4)C3=O)[C@H]3C(=O)N(C)C(=O)[C@@H]23)cc1	-26.4%
CC1=C[C@@H](CNC(=O)c2cnccn2)[C@H](C(C)C)C[C@H]1CC(=O)NCCN1CCOCC1	35.2%
Cc1ccc(S(=O)(=O)N2CCN(C(=O)c3nn(-c4ccccc4F)c(C)cc3=O)CC2)c(C)c1	-38.3%
Cc1ccc(S(=O)(=O)NN=CC=CC=NNS(=O)(=O)c2ccc(C)cc2)cc1	3.98µM*
COCCN1CC(CO)C2(CCN(C(=O)Cc3ccccc3C)CC2)C1 (stereo not drawn)	27.9%
Cc1cnc(C(=O)N[C@@H]2CCC[C@@H]2C(=O)N2CCCCC2)cn1	5.8%
Cn1c(=O)c2c(-c3ccccc3)n(-c3cc(C(=O)O)ccc3O)cc2n(C)c1=O	?
CCCn1c(C)cnc1CC1CCN(S(=O)(=O)CCC)CC1	31.0%[activator]
Cc1ccc2c(C)c(C(=O)N3C[C@@H](NS(C)(=O)=O)[C@H](C(C)C)C3)oc2c1	32.9%[activator]
CCN(Cc1ccc2c(c1)OCO2)C(=O)c1cc(=O)c2cc(C)ccc2o1	-2.8%
OCC1CN(c2ncccn2)CC12CCN(Cc1cccc(Cl)c1F)CC2 (stereo not drawn)	-0.8%
O=C(OCc1cn([C@@H]2CN(C(=O)C3CCCCC3)[C@@H](c3ccccc3)C[C@H]2O)nn1)c1ccccc1	5.1%
COc1ccc(-c2cc3ccc(OS(C)(=O)=O)cc3oc2=O)c(OC)c1	-19.9%
C#C[C@]1(O)CC[C@@H]2[C@@H]3CCc4cc(O)ccc4[C@H]3CC[C@@]21C	-12.2%[57.4 µM]
Fc1cccc(Cc2c(-c3ccccc3)nc3c4ccccc4ccn23)c1	-7.1%
COc1cccc(NC(=O)CN(C)C(=O)C2CCN(c3ccc(C#N)cn3)CC2)c1	-33.4%
CC(C)CCNC(=O)CCCc1nnc2c(=O)n(-c3cccc(F)c3)ccn12	43.7%[activator]
